PHOSPHO1 block = blocks human PHOSPHO1 phosphatase activity; recombinant PHOSPHO1, absorbance phosphatase assay; 1.1% of 290,000 active; inhibition, % at 13.3 µM; in the data active means inhibition above about 60%
Target sequence (Q8TCT1 whole entry, looked up): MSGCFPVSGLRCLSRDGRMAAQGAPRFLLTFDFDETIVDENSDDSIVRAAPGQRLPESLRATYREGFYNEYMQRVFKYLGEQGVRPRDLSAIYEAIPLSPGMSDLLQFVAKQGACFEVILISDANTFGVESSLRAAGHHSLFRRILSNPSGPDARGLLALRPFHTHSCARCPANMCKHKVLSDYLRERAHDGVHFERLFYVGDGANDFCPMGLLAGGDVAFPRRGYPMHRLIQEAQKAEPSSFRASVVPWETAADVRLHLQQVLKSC
VIM-2 inh = inhibitors of Pseudomonas aeruginosa VIM-2 metallo-beta-lactamase. purified VIM-2, nitrocefin hydrolysis, epi-absorbance fluorescence. inhibition, % at 5.6 µM. 0.89% of 290,000 active;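 active means inhibition above the mean of all tested compounds plus 3 SD, cutoff set per screening run, cut at about 7.5% in these data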;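 further: red hydrolysis product quenches plate fluorescence so inhibitors raise well fluorescence; 0% = enzyme with DMSO and 100% = DMSO without enzyme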
V1R ag counter = counter-screen for oxytocin receptor agonists: human V1a receptor agonists; P37288; CHO-V1R cells, Fluo-8 calcium fluorescence, agonist mode; 0% DMSO, 100% 3 nM vasopressin; activation, % at 3 µM; 0.25% of 320,000 active; AID 2797;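 active means activation above the mean activation of all tested compounds plus 3 SD, per screening run, cut at about 20% in these data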;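 further: signal is peak over basal fluorescence ratio across a 100 second FLIPR read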
Target sequence (P37288 whole entry, looked up): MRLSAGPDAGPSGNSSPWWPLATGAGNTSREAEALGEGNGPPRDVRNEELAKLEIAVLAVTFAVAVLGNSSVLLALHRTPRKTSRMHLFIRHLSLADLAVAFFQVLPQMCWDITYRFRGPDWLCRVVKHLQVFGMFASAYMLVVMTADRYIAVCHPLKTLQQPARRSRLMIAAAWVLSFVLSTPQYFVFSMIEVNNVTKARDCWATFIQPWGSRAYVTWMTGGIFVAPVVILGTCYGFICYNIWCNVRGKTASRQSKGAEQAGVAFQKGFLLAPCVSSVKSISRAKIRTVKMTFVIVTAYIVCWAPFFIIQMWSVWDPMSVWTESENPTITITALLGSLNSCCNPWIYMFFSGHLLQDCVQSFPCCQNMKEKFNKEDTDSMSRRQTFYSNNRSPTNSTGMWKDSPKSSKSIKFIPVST
GalR3 antagonist = blocks the human galanin receptor 3 | 0.44% of 360,000 active | HEK293 GalR3-CNG cAMP membrane potential fluorescence; galR3 body fused to GalR1 C-terminus | inhibition, % at 3 µM;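 active means inhibition above the screen-wide average plus 3 SD, cut at about 13% in these data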;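 further: forskolin and galanin both at EC90 stimulate the cells; cAMP rise reported by CNG channel membrane potential dye signal; 0% = forskolin plus galanin with DMSO and 100% = forskolin alone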
IMP-1 inh = inhibitors of Pseudomonas aeruginosa IMP-1 metallo-beta-lactamase | purified IMP-1, nitrocefin hydrolysis, epi-absorbance fluorescence | inhibition, % at 5.6 µM | 0.45% of 290,000 active | AID 1556;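 active means inhibition above the mean plus 3 SD of all compounds in the same screening run, cut at about 4.5% in these data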;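 further: 0% = IMP-1 with DMSO and 100% = DMSO wells lacking enzyme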
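System: purified recombinant IMP-1 beta-lactamase. Medium: Zinc- and detergent-supplemented HEPES buffer, pH 7.1. Compound: one 5.6 µM dose […]. Schedule: 15 min preincubation plus 25 min reaction at 25 °C. Technique: Epi-absorbance fluorescence, 480 nm excitation, 530 nm emission.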
GPR7 antag = antagonists of human GPR7 (neuropeptides B/W receptor 1) | inhibition, % at 4.4 µM | 1.1% of 290,000 active | P48145 | GPR7-expressing cells, fluorescence antagonist assay; in the data active means inhibition above about 16%, passing the limit was not always enough;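 further: cells stimulated with the agonist NPW; 0% = agonist with vehicle and 100% = vehicle without agonist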
NS3 helicase inh = inhibitors of Hepatitis C virus NS3 helicase; inhibition, % at 10.9 µM; AID 1800; 0.56% of 290,000 active; NS3 helicase DNA unwinding, Cy5 molecular beacon fluorescence;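 active means inhibition above the mean of all tested compounds plus 3 SD, set per campaign, cut at about 35% in these data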;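 further: 0% = DMSO wells and 100% = thioflavine S control wells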
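assay system = NS3 helicase fragment of HCV | buffer or medium = MOPS pH 6.5, MgCl2, DTT, Tween20, BSA | timing = 60 min unwinding reaction at 25 °C after ATP addition | signal = Cy5 beacon fluorescence read at start and 1 h | read-out basis = % inhibition of unwinding | control set = low DMSO, high thioflavine S at 110 µM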
OXTR ag = human OXTR agonism. P30559. CHO-OTR cells, Fluo-8 calcium fluorescence; normalized: DMSO 0%, oxytocin 100%. activation, % at 3 µM. 0.32% of 320,000 active;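 active means activation above the mean of all tested compounds plus 3 SD, cutoff set per screening run, cut at about 20% in these data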;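 further: peak over basal fluorescence ratio from a 100 s FLIPR kinetic read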
Target sequence (P30559 whole entry, looked up): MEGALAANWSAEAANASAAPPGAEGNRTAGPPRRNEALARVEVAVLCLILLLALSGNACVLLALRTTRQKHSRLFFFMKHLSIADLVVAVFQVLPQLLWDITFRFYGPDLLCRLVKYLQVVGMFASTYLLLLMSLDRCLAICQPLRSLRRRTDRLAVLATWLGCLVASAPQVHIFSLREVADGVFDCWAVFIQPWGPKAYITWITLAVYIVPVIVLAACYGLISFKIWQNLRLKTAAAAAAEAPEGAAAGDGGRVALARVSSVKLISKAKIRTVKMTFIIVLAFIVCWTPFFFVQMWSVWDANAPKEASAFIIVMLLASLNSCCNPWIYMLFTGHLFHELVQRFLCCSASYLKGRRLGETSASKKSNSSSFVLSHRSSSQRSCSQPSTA
DNA FID counter = counter-screen for HCV NS3 helicase inhibitors: DNA intercalator displacement. DNA fluorescent intercalator displacement, fluorescence. inhibition, % at 7.9 µM. 0.17% of 290,000 active. AID 1845; in the data active means inhibition above about 37%;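 further: 0% = vehicle and 100% = reference compound; higher means more ethidium bromide displaced from hairpin DNA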
* marks the source's active call; other numbers are inactive results; . = not tested or not shown.

smiles,VIM-2 inh,GalR3 antagonist,IMP-1 inh,DNA FID counter,NS3 helicase inh,GPR7 antag,OXTR ag,V1R ag counter,PHOSPHO1 block
Cc1cc(/C=N/n2cnnc2)c(C)n1-c1cccc(Cl)c1,-2.8,-4,-1.1,-1,-3,3,-0.6,-0.1,-16
CN(C(=O)COC(=O)c1cc2c(s1)CCCCC2)C1CCS(=O)(=O)C1 (stereo unspecified),-3.0,2,-4.5,-28,-4,-8,1.6,3.7,19
CCNC(=S)N/N=C/c1cc(C)n(-c2ccc(Cl)cc2)c1C,-5.1,-1,-4.5,-14,5,1,3.2,5.7,-35
CC(=O)c1ccc(N(C(=O)CNC(=O)c2ccco2)C(C(=O)NC2CCCC2)c2cccnc2)cc1 (stereo unspecified),-3.3,-2,-2.1,-16,6,-11,0.1,-0.4,44
O=C(CSc1oc(-c2ccccc2)nc1S(=O)(=O)c1ccccc1)NCC1CCCO1 (stereo unspecified),-0.2,-3,-2.4,-25,6,2,-0.1,-0.4,5
Cc1cccc(NCC(=O)N/N=C\c2ccc[nH]2)c1,-0.4,5,-0.3,1,10,8,-0.2,1.5,27
O=S(=O)(NCCCc1ccccc1)c1cccc2nsnc12,-2.1,-1,-2.3,1,-9,-12,-0.9,0.7,2
O=C(NCc1cc(C(F)(F)F)cc(C(F)(F)F)c1)C12CN(Cc3ccccc3)CC1C(c1cccc([N+](=O)[O-])c1)=NO2 (stereo unspecified),-0.9,.,-1.8,1,-8,-7,-0.7,0.1,14
CCN1CCN(C(c2cccs2)C(C)NC(=O)C(C)C)CC1 (stereo unspecified),-0.8,.,-0.1,2,-3,-7,0.5,1.2,2
Cc1ccccc1C(=O)Nc1cccc(N)c1,2.3,2,-2.0,-1,2,-3,0.3,-0.4,2
Cc1nn2c([nH]c(=O)c3ccccc32)c1C=O,2.2,.,-2.0,6,2,-6,-0.7,-0.5,-1
CC(C)CNC(=O)COC(=O)c1ccc(Cl)c(S(=O)(=O)N2CCc3ccccc32)c1,-2.0,-3,-2.2,-10,-2,9,-0.5,2.7,16
CCN1C(=O)C2(SC(NC(C)=O)=NN2C(C)=O)c2cc(C)cc(C)c21 (stereo unspecified),-2.8,-7,-1.2,-31,17,-12,1.0,1.5,-24
CCC(=O)Nc1ccc(C(=O)NNC(=O)Cc2ccccc2)cc1,-2.3,2,-2.2,-3,1,-2,-1.2,0.8,6
O=C(N/C(=C/c1cccs1)C(=O)N1CCCCCC1)c1ccccc1,-4.2,-4,-0.6,-23,-6,-10,-1.8,-0.6,-8
Cc1ccc(C)c(CNS(=O)(=O)c2c(C(=O)N3CCCC3)c(C)n(C)c2C)c1,1.5,-9,-2.9,-46,11,8,-0.2,0.2,12
CC(NC(=O)c1ccncc1)c1ccc(Cl)cc1Cl (stereo unspecified),1.0,-10,-2.7,-6,-8,-5,0.0,3.5,20
CC1CC(C)CN(S(=O)(=O)c2ccc3c(c2)oc(=O)n3CC(=O)NCc2cccnc2)C1 (stereo unspecified),-1.8,-2,-3.2,-32,5,-11,0.3,0.7,24
O=C(C1CCN(S(=O)(=O)c2cccc3cccnc23)CC1)N1CCN(c2ccc(Cl)cc2)CC1,0.3,-3,-1.5,-47,-9,17*,5.1,9.2,9
O=C1CCc2cc(S(=O)(=O)NC(Cc3ccccc3)C(=O)NCC3CCCO3)ccc2N1 (stereo unspecified),-5.2,2,-4.9,-5,-4,-8,1.6,1.5,7
CC(C)NC(=O)c1cc2cc([N+](=O)[O-])ccc2s1,-1.0,-2,1.3,3,-4,-2,2.6,4.6,21
CCOc1ccc(CCNC(=O)Nc2cccc(OC)c2)cc1OCC,-3.4,-7,-4.3,-32,-17,5,-1.0,3.2,-5
CC1(C)Cc2c(cnn2-c2ccccc2)C(=O)/C1=N\NC(=O)c1ccccc1N,-1.9,-6,-1.7,-2,-4,-7,0.9,0.1,0
Cn1nc(C(C)(C)C)cc1C(=O)NN1CCOCC1,0.2,1,0.0,-4,-4,-11,0.4,1.0,27
CS(=O)(=O)Nc1ccc(C(=O)N2CCCCC2)cc1,-0.8,-6,-5.4,10,8,-20,-0.1,-0.1,23
COC(=O)C1CCN(CCCOc2ccc(CN3CCN(c4ccc([N+](=O)[O-])cc4)CC3)cc2)CC1,-1.0,1,-2.3,47*,-34,4,4.1,2.4,31
CCCNC(=O)NC(=O)CN1CCCC1c1ccc2c(c1)OCCO2 (stereo unspecified),-2.2,-10,-2.5,-19,-5,-8,1.5,2.1,32
CCC(=O)N(C)CCc1cc2c(c(OC)c1/C=N/NS(=O)(=O)c1ccc(C)cc1)OCO2,-1.8,-5,-3.1,-26,1,-17,0.4,-1.4,-8
Cc1cccc(CCNS(=O)(=O)c2ccc(S(=O)(=O)N3CCCCC3)cc2)c1,-0.8,-6,-6.1,-1,5,-3,-0.4,0.8,12
Cc1cccc(OCCCC(=O)Nc2nccs2)c1,-1.3,0,-2.2,-6,-1,2,-0.6,0.9,-8
O=C(CNC(=O)c1cnccc1C(F)(F)F)c1cccc(Cl)c1,-3.4,1,-1.2,-3,-9,-7,0.8,-1.3,43
OCC1(CCOc2ccccc2)CCN(CCCn2cccn2)CC1,-2.6,-3,-1.4,4,-1,-5,0.5,1.4,46
O=C(c1ccc(OC2CCN(Cc3ccccn3)CC2)cc1)N1CCCC(O)C1 (stereo unspecified),-1.2,-6,-2.6,-4,-7,-17,0.7,-0.3,23
O=S(=O)(c1cccc(S(=O)(=O)N2CCC(Cc3ccccc3)CC2)c1)N1CCOCC1,-4.6,-2,-3.1,-14,-10,10,-0.4,0.8,-1
C=C(C)C(=O)Nc1ccc(NC(C)C)cc1,-0.9,-10,0.2,-7,7,7,-0.7,0.1,10
O=[N+]([O-])c1ccc(N/N=C/c2c[nH]c3ccccc23)cc1,-2.6,-6,-3.1,35,-21,22,25*,24*,9

2 compounds picked at random from the list so far:
smiles,VIM-2 inh,GalR3 antagonist,IMP-1 inh,DNA FID counter,NS3 helicase inh,GPR7 antag,OXTR ag,V1R ag counter,PHOSPHO1 block
CS(=O)(=O)Nc1ccc(C(=O)N2CCCCC2)cc1,-0.8,-6,-5.4,10,8,-20,-0.1,-0.1,23
CCC(=O)N(C)CCc1cc2c(c(OC)c1/C=N/NS(=O)(=O)c1ccc(C)cc1)OCO2,-1.8,-5,-3.1,-26,1,-17,0.4,-1.4,-8

Later entries
smiles,VIM-2 inh,GalR3 antagonist,IMP-1 inh,DNA FID counter,NS3 helicase inh,GPR7 antag,OXTR ag,V1R ag counter,PHOSPHO1 block
COc1ccccc1/C=C/CN1CCC(n2nccc2NC(=O)CCc2ccccc2)CC1,-1.8,-10,-2.1,29,-28,2,5.3,11,43
Cc1sc(N2C(=O)C3C(C2=O)[C@H]2C=C[C@@H]3C2)c(C#N)c1C (stereo partly specified),-3.1,-3,-2.8,-2,1,-14,-1.2,1.4,50
CCOC(=O)c1csc(NC(=O)c2ccc(OCC)cc2)n1,-0.9,-3,-2.2,-13,-6,-8,0.3,2.2,-48
COc1ccc(C(=O)Nc2ccccc2C(=O)N2CCOCC2)cc1,-1.0,5,-1.9,-3,12,4,0.3,2.7,32
COc1cccc(CNC(=O)C2CCN(C(=O)N3CC(C)Oc4ccccc43)CC2)c1 (stereo unspecified),-3.0,.,-3.1,-42,-4,-5,0.5,1.4,-11
CCCCCCCCNC(C)C(O)c1ccc(SC(C)C)cc1 (stereo unspecified),-3.6,0,-1.1,7,-81,-7,23*,3.6,16
COCCN(C(=O)COc1ccccc1)c1nnc(-c2cccnc2)s1,-1.2,-2,-2.7,-1,4,-12,-0.1,0.7,-23
CCOC(=O)C1CCN(C2CC(=O)N(c3cccc(Cl)c3)C2=O)CC1 (stereo unspecified),1.5,-2,0.3,-11,2,-2,0.4,1.0,19
COc1cc(CCC(=O)OCc2ccccc2C#N)cc(OC)c1OC,-0.1,-8,-1.2,-26,0,-9,1.6,1.4,32
N#Cc1cnn(-c2ccccc2)c1N,-2.3,-9,-3.1,-4,2,-2,0.5,0.5,11
O=S(=O)(CCN1C=CC(C(F)(F)F)=NCC1)c1ccc(F)cc1,-4.2,-2,-3.0,-3,10,-13,-0.7,1.0,49
CCOCCCNC(=S)Nc1ccc2nc(N3CCCC3)cc(C)c2c1,-5.1,-7,-3.3,13,12,-7,-0.1,-0.2,-9
O=C(/C=C/c1ccccc1[N+](=O)[O-])NCC1CCCO1 (stereo unspecified),-4.3,1,-3.2,0,-2,-7,1.3,0.6,-33
COCCNC(=S)N/N=C/c1ccccc1C(=O)O,-5.6,0,-5.8,-4,-1,-6,0.1,1.0,13
O=C1CCC(C(=O)NCc2cccnc2)N1 (stereo unspecified),-2.1,-2,-2.0,0,-9,-2,-1.0,0.4,-1
O=C1CN(C(=O)c2cc3ccccc3o2)c2ccccc2N1,-1.6,7,-2.8,-13,11,-3,0.0,-0.2,4
CCOC(=O)N1CCN(C(=O)Nc2ccccc2)CC1,-1.7,9,-2.7,2,-7,-7,0.8,0.6,14
CCn1c(CNc2ccc(C)cc2)nnc1SCC(N)=O,-2.6,-3,-3.0,-4,1,-11,0.1,6.1,8
CN(C)c1ccc(C(C(=O)NCc2ccccc2)N(Cc2ccco2)C(=O)c2snc(C(N)=O)c2N)cc1 (stereo unspecified),-4.7,-1,-3.3,-33,4,-3,2.5,4.7,-12
Cc1cc(=O)[nH]c(SCC(=O)O)c1C#N,-2.9,-2,-3.6,0,-4,-13,1.0,0.2,18
N#Cc1c(/N=C/C=C/c2ccccc2)sc2c1CCCC2,0.9,-8,-1.8,-5,6,-16,1.0,1.2,-84
CCOc1ccc(S(=O)(=O)N2CCCC(C(=O)NCc3cccnc3)C2)cc1Cl (stereo unspecified),-0.9,6,-1.6,-32,-4,9,4.3,2.7,23
Cc1cccc(-c2nnc(-c3ccc(N)cc3)o2)c1,1.9,0,1.8,-14,9,1,-0.8,-0.3,-21
CCc1nc2ccccc2n1CC(=O)N1CCN(Cc2ccccc2)CC1,-3.4,-5,-0.8,-8,0,-10,0.7,0.8,37
CC(C)n1c(NCCc2ccccc2)nc2c1c(=O)n(C)c(=O)n2C,-2.7,-4,-3.6,-12,7,-9,9.7,7.7,-3
COC(=O)c1noc(-c2ccc(C)cc2)n1,-2.2,-9,-1.3,-1,-2,8,-0.1,0.0,12
Cc1cc(C(=O)Nc2cc(C)on2)on1,-5.3,.,0.1,-6,-4,-3,-0.5,0.5,15
CC(C)c1cc(NC(=O)c2ccccc2)cc(C(C)C)c1O,-2.8,-10,-2.0,-9,-8,-11,-2.8,-2.2,-4
O=C(COC(=O)CSc1ccc2ccccc2c1)NC1CC1,-1.9,-4,-2.0,-7,6,-5,4.9,6.0,-19
CC(=O)Nc1ccc(/C=N/NC(=O)c2cccc(S(=O)(=O)N3CCOCC3)c2)cc1,-0.9,-3,-1.5,-9,0,-5,0.1,0.4,5
